# Assay outcomes deposited in PubChem by several laboratories.
# CYP2C9 activ: activators of human CYP2C9. P11712. recombinant CYP2C9, luciferin-H conversion, luminescence; stronger effect = higher value; factor 1 = untreated enzyme, 0 = blocked. activation factor at 5 µM. actives 1.4% (n = 96,000). AID 1024;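 active = activation factor of 2 or more for CYP2C9 at a 5 µM dose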;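 note: 0 = sulfaphenazole-blocked wells and 1 = vehicle-only wells; values of inactives mirror those of a sister screen read the other way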
# Target sequence (P11712 whole entry, looked up): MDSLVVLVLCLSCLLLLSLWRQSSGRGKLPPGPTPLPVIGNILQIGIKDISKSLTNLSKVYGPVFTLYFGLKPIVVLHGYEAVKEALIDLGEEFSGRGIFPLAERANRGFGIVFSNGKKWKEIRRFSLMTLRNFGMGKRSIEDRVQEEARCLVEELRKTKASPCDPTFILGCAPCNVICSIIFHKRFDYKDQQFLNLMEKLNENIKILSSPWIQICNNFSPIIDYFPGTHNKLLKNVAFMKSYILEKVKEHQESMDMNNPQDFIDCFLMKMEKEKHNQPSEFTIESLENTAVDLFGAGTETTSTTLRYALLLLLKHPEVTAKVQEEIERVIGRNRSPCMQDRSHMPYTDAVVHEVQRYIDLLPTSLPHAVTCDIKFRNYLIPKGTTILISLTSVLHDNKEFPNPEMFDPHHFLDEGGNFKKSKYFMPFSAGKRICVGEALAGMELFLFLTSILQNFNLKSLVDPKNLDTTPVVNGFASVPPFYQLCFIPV
# hDAT+cocaine: changed human dopamine transporter uptake under cocaine IC80. B-score at 10 µM. actives 1.3% (n = 110,000). Q01959. LLC-PK1 hDAT cells, [14C]-dopamine uptake with cocaine IC80; actives deviate in either direction;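 active = Z score or B-score, a plate-position-corrected score, falls beyond the plate's 99.7% confidence bounds, in either direction; inactive = both scores lie inside the 99.7% bounds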;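 note: scored against the spread of the other compound wells on the same plate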
# Target sequence (Q01959 whole entry, looked up): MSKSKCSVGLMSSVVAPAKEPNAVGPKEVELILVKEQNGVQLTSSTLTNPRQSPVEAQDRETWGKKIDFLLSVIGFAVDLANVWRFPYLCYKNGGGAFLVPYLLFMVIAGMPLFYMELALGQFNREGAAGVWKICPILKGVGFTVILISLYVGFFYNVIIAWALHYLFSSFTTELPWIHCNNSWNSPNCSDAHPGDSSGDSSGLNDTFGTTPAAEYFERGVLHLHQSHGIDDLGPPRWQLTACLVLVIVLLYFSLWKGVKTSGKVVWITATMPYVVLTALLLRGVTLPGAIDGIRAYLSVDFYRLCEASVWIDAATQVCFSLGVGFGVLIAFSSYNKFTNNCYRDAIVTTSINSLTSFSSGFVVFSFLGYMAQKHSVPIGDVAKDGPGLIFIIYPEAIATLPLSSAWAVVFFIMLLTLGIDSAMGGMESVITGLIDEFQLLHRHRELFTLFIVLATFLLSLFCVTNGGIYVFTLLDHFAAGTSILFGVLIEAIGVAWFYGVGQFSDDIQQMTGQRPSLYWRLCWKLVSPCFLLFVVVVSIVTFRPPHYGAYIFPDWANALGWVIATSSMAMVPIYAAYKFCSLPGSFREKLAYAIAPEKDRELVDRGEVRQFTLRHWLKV
# HUVEC tox TNFa: toxic to HUVEC cells under TNF alpha stimulation; HUVEC TNFalpha-stimulated, Hoechst cell count, imaging; AID 848; actives 0.17% (n = 93,000); cell count reduction, % at 2 µM;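 active = cell count reduction exceeding the screen mean by over 5 SD, scaled to untreated wells per plate, cut at about 78% in these data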;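 note: cells counted after 24 h of TNF alpha exposure following the 1 h pretreatment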
# CYP2C19 inhib: human CYP2C19 inhibition | CYP2C19 Supersomes, luciferin-H EGE luminescence, 30 min | AID 778 | inhibition, % at 5 µM | P33261 | actives 21% (n = 96,000);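 active = CYP2C19 inhibition above a set limit at 5 µM in the primary screen, cut at about 50% in these data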;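 note: plate controls were negative control wells for no effect and 2.5 mM tranylcypromine positive control for full effect; values of inactives mirror those of a sister screen read the other way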
# VCAM1 TNFa inh: reduces TNF alpha induced VCAM1 expression in HUVEC; HUVEC TNFa-induced VCAM-1 immunofluorescence, high-content imaging; inhibition, % at 2 µM; actives 0.48% (n = 95,000); AID 802;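 active = inhibition above the batch mean plus 3 SD, with images confirmed as a hit by eye, cut at about 37% in these data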;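 note: 0% = TNF-stimulated DMSO wells and 100% = unstimulated control wells; not every result past the cut was called active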
# HUVEC tox IL1B: toxic to HUVEC cells under IL-1B stimulation; HUVEC cell count loss, Hoechst imaging, IL-1B stimulated; cell count reduction, % at 2 µM; actives 0.41% (n = 94,000); AID 845;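 active = cell count reduction more than 3 SD above the screen-wide mean, cut at about 70% in these data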;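 note: normalized per plate to untreated control cells as the no-loss baseline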
# CYP2C19 activ: activators of human cytochrome P450 2C19; P33261; recombinant CYP2C19, luciferin-H EGE luminescence; stronger effect = higher value; 0 = fully inhibited enzyme, 1 = untreated enzyme; 96,000 tested, under 10 active; activation factor at 5 µM;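 active = activation factor of at least 2 at 5 µM in the primary screen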;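 note: 0 = wells with 2.5 mM tranylcypromine and 1 = vehicle-only wells; values of inactives mirror those of a sister screen read the other way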
# Candida biofilm: kills Candida albicans biofilms; actives 0.14% (n = 85,000); AID 834; inhibition, % at 6 µM; C. albicans biofilm + clotrimazole, Alamar Blue;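 active = inhibition above 20%; inactive = inhibition below 20%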;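 note: preformed 24 hr biofilms exposed to compound for 48 hr; 0% = biofilm without compound and 100% = blank killed by clotrimazole plus chlorhexidine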
# CYP2C9 inhib: inhibitors of human CYP2C9; P11712; CYP2C9 Supersomes, luciferin-H conversion, luminescence; inhibition, % at 5 µM; actives 20% (n = 96,000);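 active = blocking of liver enzyme CYP2C9 beyond about 50% at 5 µM, limit read from the data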; note: values of inactives mirror those of a sister screen read the other way
# The depositor's hits bear a star; nt = no result given.
SMILES,CYP2C9 activ,hDAT+cocaine,HUVEC tox TNFa,CYP2C19 inhib,VCAM1 TNFa inh,HUVEC tox IL1B,CYP2C19 activ,Candida biofilm,CYP2C9 inhib
O=C(Nc1ccc(N2CCOCC2)c(Cl)c1)c1ccc(Br)o1,0.5,-1.08,9.5,57.8*,12.6,-6.8,0.4,5.7,50.8*
O=C(O)CCCC(=O)Nc1c(F)c(F)c(F)c(F)c1F,0.9,-0.104,nt,4.7,nt,nt,1,0.4,8.4
CC(C)OC(=O)c1cccc(C(=O)Oc2ccc(Br)cc2)n1,1,-0.449,3.0,-5.3,2.6,-17.2,1.1,9.2,-1.9
Cc1nc2ccccn2c1C(=O)c1ccccc1,1,0.0185,-20.3,33.5,6.2,5.9,0.7,4.0,2.1
COc1ccc(-c2ccc(SCC(=O)N3c4ccccc4CC3C)nn2)cc1OC (stereo unspecified),0.7,-0.0242,-1.7,18.6,-0.8,-22.0,0.8,nt,29.6
Cc1ccc(-c2nn3nnnc3c3ccccc23)cc1,1,0.625,8.4,11.6,-25.7,27.7,0.9,8.7,-2.0
Cc1ccccc1NC(=O)Nc1ccccc1C(=O)NCc1ccccc1,0.4,-0.271,-21.5,49.9,5.0,5.5,0.5,2.1,58.7*
CCOC(=O)CSC1=C(C#N)C(c2ccc(C)s2)CC(=O)N1 (stereo unspecified),0,0.272,-25.9,71.6*,30.1,19.1,0.3,5.6,95.5*
CCN(CC)c1ccc(NC(=O)c2ccc(Cl)nc2)cc1,1.7,-0.0254,nt,7.7,1.2,-5.4,0.9,nt,-69.8
CCN(CC)C(=O)CSc1nc2cc(OC)c(OC)cc2c(=O)n1Cc1ccc(Cl)cc1,0.6,2.95,-30.7,10.8,-6.3,-2.5,0.9,8.6,43.1
Cn1c(=O)c2c(-c3ccccc3)n(N3CCOCC3)cc2n(C)c1=O,0.4,0.876,-17.5,-3.4,-5.0,-5.9,1,2.3,55.0*
O=C(NC1CCCC1)C(NS(=O)(=O)c1cccc2nsnc12)c1ccccc1 (stereo unspecified),0.5,1.34,-25.5,6.4,13.9,9.0,0.9,10.2,50.5*
COc1ccc2[nH]c(=O)c(CN(C(=O)C3CCCO3)c3cccc(C)c3)cc2c1 (stereo unspecified),0.9,nt,nt,10.2,nt,nt,0.9,4.3,9.4
CC(C)(C)Cc1nc(-c2ccc(Cl)cc2)no1,1.1,0.227,16.1,-10.9,-2.6,3.6,1.1,-6.0,-10.6
CCOC(=O)CSC1=C(C#N)C(c2ccc(F)cc2)C(C(C)=O)=C(C)N1 (stereo unspecified),0.5,1.39,-56.3,41.5,6.1,-10.4,0.6,-3.2,51.1*
Clc1ccc(CSC2=NCCCN2)cc1Cl,1.1,0.266,nt,9.5,nt,nt,0.9,nt,-5.1
O=C(c1ccc([N+](=O)[O-])cc1)N(Cc1ccc(Br)cc1)N1C(=O)CCCC1=O,0.7,-7.4*,-20.3,72.6*,29.5,14.2,0.3,-1.2,26.9
O=C(CCCC(=O)N1CCCc2ccccc21)N1CCCc2ccccc21,0.6,2.72*,-5.9,94.7*,2.5,-5.3,0.1,3.6,36.7
N#Cc1cc2c(N)c(C(=O)Nc3ccccc3)sc2nc1N,1.2,nt,-10.0,-15.0,6.2,-11.0,1.1,nt,-22.6
O=C(NCCN1C(=O)CCC1=O)c1ccncc1,0.7,1.26,5.4,9.3,-7.3,13.9,0.9,4.3,29.9
COC(=O)/C=c1\sc2n(c1=O)C(C)=CC(C)(C)N=2,1.3,-0.832,-11.9,7.6,4.9,2.2,0.9,1.9,-30.8
C=C(C)Cn1c(SCC(=O)O)nnc1-c1ccc(OC)cc1,1.1,-0.943,0.6,-14.7,-22.3,-26.5,1.1,-0.4,-13.2
COc1ccnc(N2CCN(c3ccccc3)CC2)c1C#N,0.2,1.15,-25.3,100.3*,1.2,-21.5,0,nt,79.8*
CS(=O)(=O)N(CC(=O)Nc1cccc(Cl)c1)c1ccccc1Cl,0.1,-1.31,-34.4,96.9*,5.6,15.1,0,5.8,90.2*
O=C(NC1CCCCC1)C(c1ccc2ncccc2c1)N(Cc1cccs1)C(=O)c1cccs1 (stereo unspecified),0.4,0.203,-0.3,60.0*,-19.0,4.4,0.4,nt,59.3*
# (list continues)
SMILES,CYP2C9 activ,hDAT+cocaine,HUVEC tox TNFa,CYP2C19 inhib,VCAM1 TNFa inh,HUVEC tox IL1B,CYP2C19 activ,Candida biofilm,CYP2C9 inhib
CCOC(=O)c1cc2sccc2n1CC(=O)N1CCN(C(=O)c2ccco2)CC1,0.6,0.737,-12.9,30.4,3.9,-0.5,0.7,1.7,41.3
O=C(N/N=C/c1ccncc1)c1ccccc1,1,-0.562,56.5,33.3,62.2*,2.4,0.7,nt,3.2
N#CC1=C(N)Oc2n[nH]c(-c3ccc(F)cc3)c2C1c1cccnc1 (stereo unspecified),0.5,0.493,9.9,69.7*,32.9,-1.6,0.3,9.8,54.9*
C=CCc1ccc(OCCOc2cccc(/C=N/n3cnnc3)c2)c(OC)c1,nt,0.959,-5.0,nt,11.7,nt,nt,2.7,nt
NC(=O)c1ccsc1NC(=O)COC(=O)Cc1cccc2ccccc12,1.6,-0.131,0.8,97.1*,4.4,-91.2,0,6.3,-57.6
CCN(CC)C(=O)c1c2c(nc3ccccc13)-c1ccccc1CC2,0.4,-0.126,1.0,24.5,21.7,-13.0,0.8,nt,64.9*
NNC(=O)CCS(=O)(=O)c1ccc2ccccc2c1,nt,-0.396,-16.7,nt,-3.5,15.7,nt,2.5,nt
CCC(=O)Nc1nonc1-c1nc2ccccc2n1CC(C)C,0.3,0.446,nt,17.5,nt,nt,0.8,4.4,66.0*
Cc1csc(SCc2nnc(-c3ccc(Cl)cc3)o2)n1,0.8,0.242,-5.2,62.1*,-15.9,-19.7,0.4,4.2,23.6
c1ccn2c(SCc3cn4ccsc4n3)nnc2c1,1,0.264,0.4,20.3,26.0,-68.9,0.8,7.8,-2.8
CCC(C)NCCOCCOc1ccc(F)cc1 (stereo unspecified),1,-0.288,-8.9,-14.7,20.8,4.3,1.1,-4.6,1.3
Cc1cccc(N2C(=O)C3C4C=CC(C4)C3C2=O)c1 (stereo unspecified),0.9,-0.185,-33.1,26.4,-5.5,-20.7,0.7,7.2,8.6
O=C(Cn1ncc2c(=O)oc3ccccc3c21)NCC1COc2ccccc2O1 (stereo unspecified),0.8,-0.344,-7.6,30.2,-2.9,9.8,0.7,6.0,20.0
COC(=O)Cn1cc(C(=O)c2cccs2)c2ccccc21,0.7,0.486,-23.0,26.0,18.7,-5.0,0.7,3.4,25.3
Cc1nn(-c2ccccc2)c(C)c1/C=N/NC(=O)c1cc(C23CC4CC(CC(C4)C2)C3)[nH]n1,0.5,0.654,-3.0,15.7,-2.9,-3.3,0.8,nt,52.8*
CCOC(=O)NC(Nc1ccc(S(N)(=O)=O)cc1)(C(=O)OCC)C(F)(F)F (stereo unspecified),1,-0.0299,-10.2,8.0,6.7,-22.2,0.9,11.9,-1.2
COc1cccc(CNC(=O)CN(c2cc(C)cc(C)c2)S(=O)(=O)c2c(C)noc2C)c1,0.4,1.49,-14.7,54.8*,0.8,-6.8,0.5,7.4,58.4*
O=C(Nc1ccccn1)c1cccc(S(=O)(=O)N2CCOCC2)c1,0.9,-0.497,nt,19.4,nt,nt,0.8,6.4,12.3
COc1ccc(S(=O)(=O)N2CCOCC2)cc1Cl,3.3*,-1.17,8.0,58.9*,-5.2,2.4,0.4,-4.2,-234.2
CCCc1cc(C(=O)N2CCN(C(c3ccccc3)c3ccccc3)CC2)no1,0.2,-0.779,nt,6.0,nt,nt,0.9,1.2,82.7*
Cc1csc(NC(=O)Nc2cccc(Cl)c2)n1,nt,0.555,-9.5,nt,19.0,-22.2,nt,7.1,nt
Cc1cccc(C)c1OC(=O)CN(c1ccc(Cl)cc1)S(C)(=O)=O,0.8,0.322,nt,-0.9,nt,nt,1,nt,15.3
O=C(CCc1ccc(S(=O)(=O)N2CCOCC2)cc1)Nc1ccc(N2CCOCC2)cc1,1.1,1.06,-0.4,-21.1,2.0,-0.8,1.2,nt,-9.0
O=C1CC(=O)C(n2cncn2)C(c2cccc(Cl)c2)C1 (stereo unspecified),1.1,0.971,-6.5,22.3,-5.7,-1.3,0.8,nt,-9.1
COc1ccccc1-c1nnc(Sc2nc([N+](=O)[O-])nn2C)o1,1.5,0.567,13.0,44.4,25.4,2.5,0.6,-6.0,-47.7
# Continuation.
SMILES,CYP2C9 activ,hDAT+cocaine,HUVEC tox TNFa,CYP2C19 inhib,VCAM1 TNFa inh,HUVEC tox IL1B,CYP2C19 activ,Candida biofilm,CYP2C9 inhib
O=C(Nc1nnc(-c2ccccc2)s1)c1cccc(S(=O)(=O)N2CCOCC2)c1,nt,0.0152,-5.4,nt,-17.0,15.5,nt,6.7,nt
O=S(=O)(Nc1nc2c(s1)CCCC2)c1ccc2ccccc2c1,1,-1.44,-15.4,15.7,-10.0,7.0,0.8,4.5,3.5
COc1ccc(-c2cc(C(=O)NCc3ccco3)no2)cc1OC,1.5,-0.335,3.5,-19.3,19.6,3.0,1.2,4.5,-47.0
Cn1cccc1C(=O)NC(=O)COC(=O)c1ccccc1O,1.1,-0.882,-5.2,1.7,-14.3,0.6,1,9.0,-14.3
O=C(Nc1ccc2oc(-c3ccccc3)nc2c1)c1cccnc1,0.8,0.479,-30.9,25.7,-12.2,-10.6,0.7,1.7,18.8
O=C(Nc1cccnc1)c1c(F)c(F)c(F)c(F)c1F,1,0.23,-5.0,-7.0,18.4,-15.5,1.1,22.7*,-3.3
O=S(=O)(c1cccs1)N1CCN(Cc2nc3ccccc3s2)CC1,0.2,-0.622,0.4,84.7*,4.0,-38.8,0.2,3.0,83.2*
Nc1ccccc1N1CCOCC1,1,-0.516,-26.0,0.8,2.4,-24.5,1,10.9,3.5
COc1ccc(N2C(=O)CC(Sc3ncn[nH]3)C2=O)c(OC)c1 (stereo unspecified),1.1,0.929,-0.8,-4.4,17.3,-0.5,1,8.9,-9.4
CSc1ccc(C#N)cc1NC(=O)c1ccc(Cl)cc1,0.9,-1.23,-0.4,3.0,-2.5,-20.7,1,nt,6.3
COc1ccc(-c2noc(CN(C)S(=O)(=O)c3ccccc3)n2)cc1OC,nt,-0.267,-7.2,nt,6.1,-93.6,nt,-7.1,nt
CN(C)S(=O)(=O)c1cc(C(=O)NCCCn2ccc3ccccc32)ccc1Cl,0.7,0.797,-13.5,33.3,5.7,5.9,0.7,3.9,30.5
Cc1c(C(=O)Nc2ccc(Oc3ccccc3)cc2)sc2nc3n(c(=O)c12)CCC3,0.5,0.413,6.0,8.2,-3.9,8.8,0.9,-5.9,48.3
CCOc1ccc2nc(SCC(=O)N3CCCc4ccccc43)sc2c1,0.8,1.84,-30.7,49.9,-7.0,-5.3,0.5,nt,21.7
O=C(CN1CCCCCC1)Nc1ccc(F)c(F)c1,nt,0.59,-10.3,nt,6.7,19.6,nt,-1.2,nt
CC(C)C(C)(C#N)NC(=O)CSc1nnc(-c2ccncc2)n1Cc1ccccc1 (stereo unspecified),0.5,0.0795,-22.6,80.1*,11.0,-16.2,0.2,7.5,51.8*
CCN1CCN(Cc2nc3c(c(=O)n(C)c(=O)n3C)n2CCCc2ccccc2)CC1,1.1,nt,nt,10.0,nt,nt,0.9,3.1,-12.9
CCOC(=O)/C(=N\Nc1ccccc1)c1csc(Nc2ccc(C)cc2)n1,0.8,1.43,-0.4,-10.1,0.5,-17.1,1.1,4.2,18.2
